hcGAS inh: inhibitors of human cGAS. recombinant h-cGAS, ATP depletion, Kinase-Glo luminescence. inhibition, % at 12.5 µM. 0.081% of 290,000 active. AID 1259398;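 further: 0% = vehicle reaction and 100% = reaction without DNA for no activity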
Target sequence (Q8N884 whole entry, looked up): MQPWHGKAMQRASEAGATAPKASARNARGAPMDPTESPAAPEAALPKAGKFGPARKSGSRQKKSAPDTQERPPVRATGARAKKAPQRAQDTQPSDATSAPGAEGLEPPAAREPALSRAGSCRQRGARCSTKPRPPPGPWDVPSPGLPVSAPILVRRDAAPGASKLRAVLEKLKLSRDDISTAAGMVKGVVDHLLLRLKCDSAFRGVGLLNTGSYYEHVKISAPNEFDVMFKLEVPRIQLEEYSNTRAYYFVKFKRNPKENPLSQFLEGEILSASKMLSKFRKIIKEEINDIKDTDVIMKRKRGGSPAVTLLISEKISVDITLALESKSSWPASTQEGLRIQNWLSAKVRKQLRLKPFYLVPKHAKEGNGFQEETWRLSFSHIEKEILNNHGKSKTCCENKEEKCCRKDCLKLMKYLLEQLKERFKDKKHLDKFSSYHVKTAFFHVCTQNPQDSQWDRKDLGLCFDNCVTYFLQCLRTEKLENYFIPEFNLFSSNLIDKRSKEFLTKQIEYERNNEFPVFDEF
NPYLR7 agonist: mosquito NPYLR7 agonism | 0.15% of 270,000 active | activation, % at 10 µM | HEK293T NPYLR7/Galpha15, GCaMP6s calcium fluorescence; in the data active means activation above about 40%;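 further: 0% = vehicle and 100% = reference agonist at the receptor; some compounds past the cut are filed as inactive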
mcGAS lum: mouse cGAS inhibition by luminescence; Q8C6L5; recombinant cGAS, Kinase-Glo ATP depletion luminescence; inhibition, % at 12.5 µM; 0.15% of 160,000 active;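 further: 0% = negative control wells and 100% = reference inhibitor with no enzyme activity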
The depositor's hits bear a star; nt = not tested or not shown; & = joins results of further samples. Unless noted, no stated cut-off is given here; in the data, active means inhibition above about 40%; inactive means the rest.

SMILES	hcGAS inh	NPYLR7 agonist	mcGAS lum
COC(=O)C(C(Nc1cccnc1)C(=O)c1ccccc1)C(F)(F)F (configuration not stated)	-2	-2	nt
CCCn1c(-c2ccc3c(c2)OCCO3)nc2c1c(=O)[nH]c(=O)n2Cc1ccccc1	-7	-1	-9
CCc1nc2ccc(C(=O)Nc3cc(-c4ccccc4)ccc3OC)cn2c1N(CC)C(C)=O	-4	-3	-1
CCOC(=NCCCc1ccccc1)NC(=O)c1ccc(F)cc1	-8	-1	-5
Cc1cn2c3c(=O)n(CC(=O)c4ccc(F)cc4)c(=O)n(C)c3nc2n1Cc1ccco1	-7	nt	-8
COc1cccc(C(=O)NCCn2ncc3c(N4CCOCC4)nc(SC)nc32)c1	-3	nt	-5
COc1ccc2[nH]cc(CCNS(C)(=O)=O)c2c1	12	8	6
CC1C(=O)N(c2ccc(F)c(Cl)c2)CCN1C(=O)Cc1ccccc1 (configuration not stated)	-4	-2	-4
Cc1ccn2c(F)c(C(=O)N3[C@@H]4CC[C@H]3CN(C)C(=O)C4)nc2c1	-6	-1	nt
CCOc1ccccc1CN1CCN(Cc2cnc(N(C)C)s2)CC1CCO (configuration not stated)	-7	2	nt
COCC(=O)N1CCC(=O)N(Cc2ccccc2)Cc2cc(OC)ccc21	3	28	-5
CCN(Cc1ccc(F)cc1)C(=O)c1cc(-c2ccncc2)n[nH]1	-7	27	nt
CCC(C)C(NC(=O)Cc1c(C)nn(C)c1C)c1nc2ccccc2[nH]1 (configuration not stated)	0	-2	4
Cc1noc(C(C)S(=O)(=O)Cc2noc(C(C)(C)C)n2)n1 (configuration not stated)	-6	6	nt
COc1cccc(-c2cc(C(=O)N3CCC(Cc4ccccc4)CC3)n3nc(C(C)(C)C)cc3n2)c1	-10	9	-9
CC(C)(C)c1ccc(OCC(=O)Nc2cc(C(C)(C)C)nn2-c2ccc(C#N)cc2)cc1	1	20	-6
CN(CCC#N)Cc1cccs1	2	20	nt
O=C(Cn1ncc2ccccc21)NCc1cccnc1Oc1ccccc1	-3	1	-20
O=C(NN=Cc1ccc(O)c(O)c1)c1cc2ccccc2cc1O	3	13	nt
Cc1nc(C(C)NC(=O)c2cnn(-c3ccccc3Cl)c2C)no1 (configuration not stated)	-4	0	nt
COc1ccc(CN(C(=O)c2cccc(F)c2)C2CC2)cc1OS(=O)(=O)c1ccc(NC(C)=O)cc1	-3	1	-5
CCn1cc(CN2CCCC(CCc3cccc(OC)c3)C2)cn1 (configuration not stated)	-8	4	nt
O=c1ccc(-c2ccc(Cl)cc2)nn1CCNS(=O)(=O)c1ccc(Cl)s1	-6	-1	-9
CCN1CCC(=O)N(CC(=O)N2CCCCCC2)CC1	-12	nt	-5
COc1ccc(-c2nc3ccccn3c2NC(=O)CC(C)CC(C)(C)C)cc1 (configuration not stated)	-7	-4	-7
O=c1c(-c2ccc(Br)cc2)[n+]([O-])c2ccccc2n1O	2	4	nt
CCc1ccc(C=NNC(=S)N=P(N2CCOCC2)(N2CCOCC2)C(C)(C)C)cc1	-1	9	nt
O=C(Cn1cccnc1=O)Nc1nc2cc(F)c(F)cc2s1	-10	9	nt
O=C(Cn1nc(-c2cccs2)c2sc(N3CCCCC3)nc2c1=O)NCc1ccco1	-7	-1	-6
NCCCc1nc2ccccc2[nH]1	-2	10	nt
CCC(c1nc2ccccc2c(=O)n1-c1ccc(Br)cc1)N1CCN(S(=O)(=O)c2ccc(Br)cc2)C(C)C1 (configuration not stated)	-7	14	-5
Cc1ccc(CN2CC(O)CN(C(=O)OCC(C)C)CC2=O)o1 (configuration not stated)	-2	1	-2
CCOC(=O)c1ccc2c(c1)nc(SCc1ccccc1[N+](=O)[O-])n2CCc1ccc(OC)cc1	-10	26	-7
CCN(CC)c1c(-c2ccc(Cl)cc2)c2ccccc2[nH]c1=O	6	-7	nt
COc1ccc(N2C(=O)NC3CC2(C)Oc2ccc(Br)cc23)c(OC)c1 (configuration not stated)	-8	1	nt
Cc1ccc(-n2c(SCc3cc(C)ccc3C)nnc2-c2ccccc2F)cc1	-4	nt	-6
CCN1CCN(C(=O)c2cc(-c3ccc(Cl)cc3)n(-c3ccc(C)cc3)c2C)CC1	-7	1	-5
CCOCC(=O)N1CCCN(Cc2ccc(F)cc2)C(C(C)C)C1 (configuration not stated)	-5	4	nt
CN(Cc1nc2ccccc2c(=O)[nH]1)C(=O)c1n[nH]c(=O)c2ccccc12	-3	5	nt
COc1ccc(/C=C/C(=O)Nc2cc(-c3onc4c3CCCC4)ccc2Cl)c(Cl)c1OC	-4	3	-5
COc1ccc(CNC(=O)CSc2nnc(C)n2C2CCCCC2)cc1	-8	0	nt
CC(NC(=O)c1scnc1Cl)c1ccccc1 (configuration not stated)	-4	-3	-8
Cc1cc(SC(C)C(=O)NC2CCS(=O)(=O)C2)nc2c(C)cccc12 (configuration not stated)	5	4	-6
O=C(Cc1ccccc1)Nc1c(-c2ccc(Cl)cc2)nc2ccccn12	1	-14	-3
Cc1nn2c(=O)[nH]c(SCC(=O)NCc3ccc(F)cc3)nc2c1-c1ccccc1	3	6	-5
Cc1cc(F)ccc1N1CCC(N2CCCC(N3CCN(c4ccccc4)CC3)C2)CC1 (configuration not stated)	-9	21	-12
OCCN(CCO)c1ccc2cc(Br)ccc2n1	-1	-1	nt
CCN(Cc1ccco1)C(=O)c1cc2c(F)cc(Br)cc2[nH]1	-1	-2	nt
Cc1ccc(Cn2nnc3c(=O)n(Cc4ccc(Cl)cc4)cnc32)cc1	7	6	nt
Cn1c(SCC(=O)NCCc2ccc(F)cc2)nnc1-c1cccnc1	-11	19	nt
Additional results follow:
SMILES	hcGAS inh	NPYLR7 agonist	mcGAS lum
CCN(CC)C(=O)C1CCCN(Cc2ccc3c(c2)CN(Cc2ccc4nsnc4c2)CCO3)C1 (configuration not stated)	-3	22	-8
Cc1ccc(C)c(C2=NN(C(=O)CN3CCC4(CC3)OCCO4)C(c3ccc4c(c3)OCO4)C2)c1 (configuration not stated)	-2	0	-3
CCOC(=O)C1(C)CCN1C(=O)COCc1ccccc1 (configuration not stated)	8	-5	nt
CC(C)(C)c1cnc(Cn2cc(I)cn2)o1	-6	9	nt
Cc1cccc(N2CCN(C(=O)c3snc(-c4cccc(F)c4)c3N)CC2)c1	-2	-10	nt
Cc1cccc(-c2cccc(NC(=O)C3CCCN(C(=O)c4cnsn4)C3)c2)c1 (configuration not stated)	-8	1	nt
COCCOc1cc([N+](=O)[O-])c(C(=O)NC(C)c2ccc(CC(C)C)cc2)cc1OC (configuration not stated)	-5	10	-7
Cc1nc2ncnn2c(N2CCN(CC(=O)N(C)c3ccccc3)CC2)c1Cc1ccccc1	5	nt	2
COc1ccc(CC(=O)N2CCN(C(=O)CN3CCc4sccc4C3c3cccc(F)c3)CC2)cc1 (configuration not stated)	2	-7	2
O=C(Nc1ccc(Cl)c(Cl)c1)Oc1ccc2c3c1CCCN3CCC2	-8	5	nt
N#Cc1nc(COc2ccc(Br)cc2)oc1NCCCn1ccnc1	-6	6	nt
CCC1CCc2sc(-c3nn(CN4CCOCC4)c(=S)n3C)cc2C1 (configuration not stated)	-4	5	nt
CC(=O)NCC(=O)N1CCN(Cc2ccc(-c3noc(-c4cccnc4)n3)cc2)CC1	3	6	2
COc1ccccc1C1=NN(C(=O)CN(C)c2ccccc2)C(c2ccccc2)C1 (configuration not stated)	-6	14	-5
O=C(c1ccccc1F)N1CCC(NCc2cccc(O)c2)CC1	-11	7	-5
CCN(CC)C(=O)CSCC(=O)NNC(=O)C12CC3CC(CC(C3)C1)C2	1	0	nt
O=C(CN1CCCCCC1)Nc1ccc(C(F)(F)F)cc1	-13	3	nt
COCc1cc(C)nc2sc3c(c12)NC(c1cn[nH]c1-c1ccsc1)NC3=O (configuration not stated)	-7	3	nt
Cc1c(NCC(C)(C)C)cccc1C(=O)N1CCC2(C1)OCCO2	0	5	-4
COCC(=O)N1CCCN(Cc2ccc3c(C)cc(=O)oc3c2)CC1	1	-6	-9
CCc1ccc(-c2nccn2CCc2nc(C)c3c(n2)CCC3)o1	1	2	nt
CN(Cc1ccccc1N1CCOCC1)C(=O)Cn1nnc2ccccc2c1=O	-4	6	nt
CCOc1ccc(NC(=O)C2CCCN(S(=O)(=O)c3ccc(NC(=O)OC)cc3)C2)cc1 (configuration not stated)	-5	-5	-6
COCc1cc(CN(C)c2cc(C(C)C)nc(C)n2)[nH]n1	-5	2	nt
Cc1cc(C)n(-c2nc3c(c(=O)n2CC(=O)Nc2ccccc2F)CCC3)n1	-1	nt	1
CC(C)(C)c1ccc(CC(=O)N2CCC2(C)C(=O)NS(=O)(=O)Cc2ccccc2)cc1 (configuration not stated)	-6	4	nt
Clc1cccc(CN2CCN(Cc3ncc[nH]3)CC2)c1	-8	6	nt
Cc1ccc2c(c1)CCN1C(=O)CN(S(=O)(=O)c3c(F)cc(F)cc3F)CC21 (configuration not stated)	-9	33	-9
O=C(NCCCn1ncc2ccccc21)c1cn(Cc2ccc(F)cc2)nn1	-6	11	nt
CC(C)c1nc(CN(C)C(=O)c2cc3ccccc3oc2=O)no1	-1	-6	nt
O=C(NC1CC1)C1CCCN(C2CCN(c3noc(-c4ccccc4)n3)CC2)C1 (configuration not stated)	-6	-3	nt
C=CCOC(CN1CCN(C(=O)COCc2ccccc2)CC1)c1cccc(OC)c1 (configuration not stated)	-4	-1	-5
Cc1cc(F)ccc1NC(=O)CCC1CCCN(Cc2cccc3cccnc23)C1 (configuration not stated)	-8	2	-10
Cc1nc(SCC(=O)OC(C)(C)C)c2c3c(sc2n1)CCCC3	-12&-6	10&2	nt
CC1CCCN(C(=O)C2CCN(c3cc(N4CCCCC4)ncn3)CC2)C1 (configuration not stated)	-11	nt	-4
CCCn1c(=O)c2c(nc3n2C(C)C(C)=NN3CC(N)=O)n(C)c1=O (configuration not stated)	-5	8	-9
CCOC(=O)c1cc(-c2ccc(F)cc2)n(C2CCN(S(=O)(=O)c3ccccc3OC(F)(F)F)CC2)n1	1	22	-4
CCOC(=O)C1CCN(C(=O)C2COC3(CCC(C)CC3)N2C(=O)c2ccc(F)cc2F)CC1 (configuration not stated)	-1	-1	-5
Cn1c(-c2cc3n(n2)CCCN(C(=O)C2C=CCN2)C3)nc2ccccc21 (configuration not stated)	-3	2	nt
COCc1cc(C)nc(OCC(=O)N/N=C\c2cc(-c3ccccc3)n(-c3ccc(Br)cc3)c2-c2ccccc2)c1C#N	4	-7	5
Cc1ccccc1Nc1nnc(C(C)(C)C)c(=O)[nH]1	-3	-2	nt
Cc1nn(-c2ccccc2)c(Cl)c1C(=O)NCC1CCOC1 (configuration not stated)	-7	5	nt
CCCC(O)CN(Cc1nc2scc(-c3ccc(OC)cc3)c2c(=O)[nH]1)Cc1ccco1 (configuration not stated)	-5	12	-4
CCCc1nnc2c(C(=O)N[C@@H]3CCCc4ccccc43)cccn12	-4	-5	-4
O=C(Nc1cc(-n2cccc2)ccc1F)c1n[nH]c(=O)c2ccccc12	2	-1	nt
CC(C)NC(=S)NN=Cc1sc(N2CCCCC2)nc1-c1cccs1	-6	-11	nt
CCCOc1ccccc1NC(N)=Nc1nc(C)cc(C)n1	-5	-4	nt
Cc1[nH]c(=S)[nH]c(=O)c1CCC(=O)N1CCOCC1	-7	7	nt
Cc1ccc2cc(CN(Cc3nccn3C)C3CC3)c(=O)[nH]c2c1	-8	12	nt

A draw from above in order of length of the SMILES, lowest first:
SMILES	hcGAS inh	NPYLR7 agonist	mcGAS lum
CCCOc1ccccc1NC(N)=Nc1nc(C)cc(C)n1	-5	-4	nt
O=C(NN=Cc1ccc(O)c(O)c1)c1cc2ccccc2cc1O	3	13	nt
Cc1nc(SCC(=O)OC(C)(C)C)c2c3c(sc2n1)CCCC3	-12&-6	10&2	nt
Cc1c(NCC(C)(C)C)cccc1C(=O)N1CCC2(C1)OCCO2	0	5	-4
O=C(Cc1ccccc1)Nc1c(-c2ccc(Cl)cc2)nc2ccccn12	1	-14	-3
Cc1cc(F)ccc1NC(=O)CCC1CCCN(Cc2cccc3cccnc23)C1 (configuration not stated)	-8	2	-10
CCC(C)C(NC(=O)Cc1c(C)nn(C)c1C)c1nc2ccccc2[nH]1 (configuration not stated)	0	-2	4
Cc1cccc(N2CCN(C(=O)c3snc(-c4cccc(F)c4)c3N)CC2)c1	-2	-10	nt
COCc1cc(C)nc2sc3c(c12)NC(c1cn[nH]c1-c1ccsc1)NC3=O (configuration not stated)	-7	3	nt
O=C(Cn1nc(-c2cccs2)c2sc(N3CCCCC3)nc2c1=O)NCc1ccco1	-7	-1	-6
Cc1nn2c(=O)[nH]c(SCC(=O)NCc3ccc(F)cc3)nc2c1-c1ccccc1	3	6	-5
CC(=O)NCC(=O)N1CCN(Cc2ccc(-c3noc(-c4cccnc4)n3)cc2)CC1	3	6	2
COc1ccc(/C=C/C(=O)Nc2cc(-c3onc4c3CCCC4)ccc2Cl)c(Cl)c1OC	-4	3	-5
COc1ccc(CC(=O)N2CCN(C(=O)CN3CCc4sccc4C3c3cccc(F)c3)CC2)cc1 (configuration not stated)	2	-7	2
COc1ccc(CN(C(=O)c2cccc(F)c2)C2CC2)cc1OS(=O)(=O)c1ccc(NC(C)=O)cc1	-3	1	-5
CCC(c1nc2ccccc2c(=O)n1-c1ccc(Br)cc1)N1CCN(S(=O)(=O)c2ccc(Br)cc2)C(C)C1 (configuration not stated)	-7	14	-5
COCc1cc(C)nc(OCC(=O)N/N=C\c2cc(-c3ccccc3)n(-c3ccc(Br)cc3)c2-c2ccccc2)c1C#N	4	-7	5

Screens as filed in PubChem BioAssay.
